# Screening data deposited in PubChem by NCI.
# Growth percent in the NCI-60 one-dose screen (48 h, 10 µM unless noted): 100 = growth as untreated, 0 = no growth, -100 = all killed.
# IGROV1 – IGROV1 ovarian cancer. 79,000 compounds, 4.7% hits. AID 1794786
# SN12C – SN12C renal cancer cells; 81,000 compounds, 3.8% hits; AID 1794767
# OVCAR-5 – OVCAR-5 ovarian cancer; 82,000 compounds, 2.9% hits
# NCI-H23 – NCI-H23 lung cancer | 80,000 compounds, 4% hits
# SK-OV-3 – SK-OV-3 ovarian cancer cells; 80,000 compounds, 3.2% hits
# OVCAR-3 – OVCAR-3 ovarian cancer; AID 1794787; 79,000 compounds, 7% hits
# OVCAR-4 – OVCAR-4 ovarian cancer cells; 80,000 compounds, 3.7% hits; AID 1794784
# NCI-H226 – NCI-H226 lung cancer | 79,000 compounds, 3.5% hits | AID 1794732
# NCI/ADR-RES – NCI/ADR-RES ovarian cells; 81,000 compounds, 4.4% hits; AID 1794790
# * marks the source's active call; other numbers are inactive results; . = no result given. The calls were made as follows: active = growth percent below 10; inactive = the rest.
SMILES,IGROV1,SN12C,OVCAR-5,NCI-H23,SK-OV-3,OVCAR-3,OVCAR-4,NCI-H226,NCI/ADR-RES
CCOC(=O)N/N=C/c1ccc(OC)c(OC)c1,110,99,112,113,114,128,110,98,116
CN1CCN(Cc2ccc(C(=O)Nc3cccc(-c4cn(-c5ccc(S(N)(=O)=O)cc5)nn4)c3)cc2C(F)(F)F)CC1,93,89,108,.,96,91,94,90,110
CCc1c(C)nc2[nH]ncn2c1=O,123,101,95,100,100,107,99,134,104
CN1CCN(c2ccc(Nc3nc(NCCCNC(=O)c4ccc(F)cc4)c4sccc4n3)cc2)CC1,78,79,78,75,102,62,80,81,76
O=c1/c(=C\c2ccc(-c3ccccc3)o2)sc2nc(-c3ccccc3)nn12,103,97,104,.,105,.,107,109,101
CC(C)(C)n1cc(-c2ccnc(NCCCNS(=O)(=O)c3ccc(O)cc3)n2)c(-c2ccc(F)c(O)c2)n1,100,96,103,97,132,103,95,98,101
Cc1ccc(-c2cc(-c3cccnc3)[nH]c(=O)c2C#N)cc1,106,104,107,103,114,106,103,99,105
Cc1nn2c(n[n+]([O-])c3ccccc32)c1C,115,106,93,103,101,106,98,97,100
O=c1[nH]c2ccccc2c(=O)n1O,104,102,106,85,99,.,110,106,101
CCC1(c2ccccc2)C(=O)Nc2ccc(C)cc21 (stereo not given),116,99,98,104,103,111,88,98,100
O=C(O)C1=CCCc2ccc(F)cc21,106,110,108,105,110,121,.,104,106
C=CCC(O)(CC=C)CCC,110,93,94,105,101,108,101,99,90
COc1ccc2oc3cc(Cl)ccc3c(=O)c2c1,.,86,96,91,95,102,94,89,93
O=C(c1cccc([N+](=O)[O-])c1)c1cccc([N+](=O)[O-])c1,104,103,95,102,101,100,109,96,112
O=C(/C=C\c1ccccc1)CCN1CCCCC1,119,96,100,99,95,105,105,103,102
NC(N)=N/N=C/c1ccccc1Br,92,102,96,102,87,124,91,97,105
O=C(/C=C/c1ccc(N2CCOCC2)cc1)CC(=O)/C=C/c1ccc(N2CCOCC2)cc1,106,96,100,99,99,107,101,102,101
OC(COc1ccc(Cl)cc1)CN1CCCC1 (stereo not given),66,89,103,95,106,111,97,88,181
N/C(=N\C(N)=N\c1nc2ccccc2s1)c1cccc(Br)c1,66,51,95,77,129,103,107,72,74
Cc1n[nH]c(C)c1-c1c(C)n[nH]c1C,5.5*,9.5*,2.1*,8.6*,47,-53*,-18*,56,9.4*

# An excerpt from above, showing only OVCAR-4.
SMILES	OVCAR-4
O=c1[nH]c2ccccc2c(=O)n1O	110
CC(C)(C)n1cc(-c2ccnc(NCCCNS(=O)(=O)c3ccc(O)cc3)n2)c(-c2ccc(F)c(O)c2)n1	95
CCC1(c2ccccc2)C(=O)Nc2ccc(C)cc21 (stereo not given)	88
Cc1ccc(-c2cc(-c3cccnc3)[nH]c(=O)c2C#N)cc1	103

# Back to the main list, repeating the 4 entries before the break.
SMILES,IGROV1,SN12C,OVCAR-5,NCI-H23,SK-OV-3,OVCAR-3,OVCAR-4,NCI-H226,NCI/ADR-RES
O=C(/C=C/c1ccc(N2CCOCC2)cc1)CC(=O)/C=C/c1ccc(N2CCOCC2)cc1,106,96,100,99,99,107,101,102,101
OC(COc1ccc(Cl)cc1)CN1CCCC1 (stereo not given),66,89,103,95,106,111,97,88,181
N/C(=N\C(N)=N\c1nc2ccccc2s1)c1cccc(Br)c1,66,51,95,77,129,103,107,72,74
Cc1n[nH]c(C)c1-c1c(C)n[nH]c1C,5.5*,9.5*,2.1*,8.6*,47,-53*,-18*,56,9.4*
O=C1Nc2cc(-c3ccc(NC(=O)c4cccc([N+](=O)[O-])c4)cc3)ccc2/C1=C/c1ccc[nH]1,96,101,100,72,115,99,52,77,89
CC1=C(C(=O)OC(C)(C)C)C(c2cccc(C#N)c2)C(C(=O)OC(C)(C)C)=C(C)N1,93,95,135,86,103,98,93,78,92
C(=N/Nc1ccccc1)/c1ccco1,93,88,101,99,107,112,99,96,106
COc1ccc(-n2cc3c(c2-c2ccccc2)CCc2cnoc2-3)cc1,104,88,95,95,102,113,90,83,90
C/C(=N\N=C\c1ccc(N(C)C)cc1)c1ccc2c(c1)Nc1ccccc1S2,69,50,57,31,88,45,17,17,27
Nc1nonc1-n1nncc1-c1cccs1,108,104,96,104,104,111,110,100,106
NC(=S)Nc1ccccn1,112,106,105,111,114,88,112,112,109
O=C1Nc2ccc(F)cc2/C1=C\c1c(-c2ccccc2)nc2ncccn12,102,107,98,106,111,100,98,93,114
O=c1c2c3c(sc2nc(SCc2ccccc2)n1-c1ccc([N+](=O)[O-])cc1)CCCCC3,83,74,98,100,93,99,95,85,92
COC(=O)c1c(C)cc(I)cc1C,96,95,116,99,94,114,107,91,106
COc1ccc(/C=C/C(=O)CCN2CCCCC2)cc1,102,108,116,89,103,99,106,98,98
Cc1ccc(C2OC(=O)C(=O)C2=O)cc1 (stereo not given),113,102,124,107,93,123,105,111,108
Cc1cn(C2CC(O)C(CO)O2)c(=O)n(Cc2ccccc2)c1=O (stereo not given),130,101,118,92,117,119,107,104,114
Nc1nc(=S)cc(Nc2ccc(Cl)c(Cl)c2)[nH]1,105,100,101,82,102,94,93,91,96
COc1ccc(C(=O)CSc2nnc(-c3cnccn3)n2-c2ccccc2)cc1,91,94,109,91,92,89,102,85,65
O=C(Nc1ccc2c(c1)Cc1ccccc1-2)C(F)(F)F,133,90,106,104,113,109,101,91,108
Cc1cc(C)cc(OC(=O)c2ccccc2)c1,121,91,109,98,110,113,112,110,102
O=C(O)c1ccc(-n2cc(CNc3ccc(Cl)cc3)c(-c3cc(C(F)(F)F)cc(C(F)(F)F)c3)n2)cc1,100,87,104,95,101,96,101,98,89
CCCCC1COc2cccc3c2N1C=C/C3=C\C(=O)N(C)c1ccc(OC(F)(F)F)cc1 (stereo not given),103,100,110,99,122,95,84,103,92
CC(C(=O)OC(C)(C)C)c1ccccc1 (stereo not given),98,103,110,94,115,109,113,95,104

# Looked up one by one from above:
SMILES,IGROV1,SN12C,OVCAR-5,NCI-H23,SK-OV-3,OVCAR-3,OVCAR-4,NCI-H226,NCI/ADR-RES
Cc1cn(C2CC(O)C(CO)O2)c(=O)n(Cc2ccccc2)c1=O (stereo not given),130,101,118,92,117,119,107,104,114
O=C(O)c1ccc(-n2cc(CNc3ccc(Cl)cc3)c(-c3cc(C(F)(F)F)cc(C(F)(F)F)c3)n2)cc1,100,87,104,95,101,96,101,98,89
NC(=S)Nc1ccccn1,112,106,105,111,114,88,112,112,109
CCCCC1COc2cccc3c2N1C=C/C3=C\C(=O)N(C)c1ccc(OC(F)(F)F)cc1 (stereo not given),103,100,110,99,122,95,84,103,92
Cc1ccc(C2OC(=O)C(=O)C2=O)cc1 (stereo not given),113,102,124,107,93,123,105,111,108
CC(C(=O)OC(C)(C)C)c1ccccc1 (stereo not given),98,103,110,94,115,109,113,95,104

# Carrying on.
SMILES,IGROV1,SN12C,OVCAR-5,NCI-H23,SK-OV-3,OVCAR-3,OVCAR-4,NCI-H226,NCI/ADR-RES
O=C1NC(=Nc2ccc(S(=O)(=O)Nc3ccccn3)cc2)S/C1=C\c1coc2ccccc2c1=O,119,105,105,107,110,107,108,101,100
NC(=O)C(=CNC(=S)Nc1ccccc1)C(N)=O,113,97,115,97,97,104,98,104,101
O=C(O)/C=C/C(=O)Nc1cc(Cl)c(Cl)cc1Cl,87,90,105,94,76,69,73,85,94
CN(C)CCCN(Cc1ccccc1O)C(=O)Nc1cccc2ccccc12,113,101,107,105,108,111,107,97,108
COc1cc(/C=N/c2cc(C(C)(C)C)nn2-c2ccccc2)cc(OC)c1OC,124,99,96,100,106,123,97,93,107
Cc1ccc(-c2cnc3sc(C(=O)NCc4ccccc4)c(C)n23)cc1,99,101,106,95,109,111,105,102,104
CC(=C(c1ccc(OCCN2CCOCC2)cc1)c1ccc(OCCN2CCOCC2)cc1)c1ccc(Cl)cc1,101,77,96,94,99,98,102,90,91
COC1=CC(c2ccc[nH]2)=N/C1=C\c1[nH]c(C)c(C(=O)Oc2ccccc2)c1C,-35*,0.4*,-42*,-33*,1.2*,-40*,-49*,-40*,-4.0*
Cc1cc(=O)n(C(=S)Nc2cccc(Cl)c2)c2cc(O)ccc12,96,105,102,99,86,98,102,93,101
COc1ccc(C(=O)/C=C/c2ccc3c(c2)OCCO3)cc1S(N)(=O)=O,64,69,105,73,99,68,83,116,53
COc1ccc2nc(NC(=O)CSC(=S)N3CCN(C)CC3)sc2c1,156,100,93,104,108,108,96,.,102
O=C1N(CCCCCCO)c2ccccc2[C@]12Oc1ccccc1[C@H]1CC(c3ccc(Br)cc3)=NN12,88,93,102,85,88,102,88,83,93
CCCCCCOc1ccc(C(=O)O)cc1,111,96,89,109,100,114,111,108,120
COc1ccc(-c2c(C#N)c(N)nc3c(C#N)c(NC(=O)c4ccccc4)nn23)cc1,93,99,102,97,95,104,104,89,105
O=C1c2cc(I)ccc2Oc2cc([N+](=O)[O-])ccc2N1c1ccc(I)cc1F,92,95,92,93,110,111,95,.,97
CC(C)C1=NOC(=O)C1=Cc1cn(-c2ccccc2)nc1-c1ccc(Cl)cc1,80,78,99,85,106,86,98,93,92
COc1ccc(CNNC(=O)CCc2ccccc2)c(OC)c1OC,108,103,102,103,107,110,.,97,102
CC1CNC2(CCCCC2)O1 (stereo not given),97,96,93,99,105,104,106,92,111
O=C(CSc1nccc(Nc2ccc(S(=O)(=O)Nc3nccs3)cc2)n1)c1ccc([N+](=O)[O-])cc1,102,103,101,98,108,106,117,106,106
CC1=C(C(=O)OCc2ccccc2)C(c2c(O)cc(O)cc2O)n2c(nc3ccccc32)N1 (stereo not given),51,75,74,66,44,34,84,62,31
COC(=O)C1(O)NC(=C(C#N)C#N)C(C#N)=C1C(=O)/C=C/c1ccccc1 (stereo not given),89,99,103,98,112,102,115,106,101
COC(=O)CCCCC1=CCC2C(=O)C=C(O)C2C1 (stereo not given),103,102,107,100,99,.,103,102,103
CCOC(=O)COc1ccc2c(c1)O/C(=C\c1ccc(O)cc1)C2=O,106,99,102,104,117,106,108,98,108
Oc1ccc2ccccc2c1N=Nc1ccc2ncsc2c1,82,104,111,86,101,98,111,111,94
C#CCN1C(=O)/C(=c2\sc3n(c2=O)NC2C(N=3)N(CC)C(=O)N2CC)c2ccccc21 (stereo not given),66,71,74,54,.,23,52,87,42
CCOc1ccccc1/C=C/C(=O)CCC(=O)O,106,100,103,107,104,103,103,108,112
CN1CCN(C(=O)c2ncc(-c3ccc(C(F)(F)F)cc3)c(NC3CCCCCC3)n2)CC1,99,93,96,98,97,104,101,100,104
C/C(=C(/C)C1CC1CCNS(=O)(=O)c1ccc(C)cc1)C1CCCC1 (stereo not given),102,85,100,86,.,103,71,86,92
O=C(CCC1CCCCC1)OCCCc1ccccc1,120,111,116,102,108,110,102,89,108
CO[C@@H](C=O)O[C@@H](C=O)CO,.,78,75,100,88,89,102,89,107
CC(C(=O)n1ccc(-c2ccc(Cl)cc2)n1)c1ccc(NS(C)(=O)=O)cc1 (stereo not given),105,101,100,104,101,100,87,.,103
CCCCCCCCCCCCCCCC(=O)Nc1cc2c(C)cc(=O)oc2cc1O,110,105,106,99,107,110,105,99,103
CCOC(=O)c1[nH]c(C)c2c1CCc1cnc(N)nc1-2,.,90,92,84,110,99,105,86,79
CCOc1ccc(N2CCC(=O)NC2=S)cc1,104,103,104,104,99,104,98,94,103
O=C1/C(=C/c2ccc3c(c2)OCO3)SC(=S)N1CCc1ccc(O)cc1,76,92,111,94,104,101,83,102,97
CC1(C)CC[C@]2(C(=O)NCCCNCCCCN)CC[C@]3(C)C(=CC[C@@H]4[C@@]5(C)CCC(=O)C(C)(C)[C@@H]5CC[C@]43C)[C@@H]2C1,102,89,99,96,105,106,94,93,102
C#CCOc1cccc(Nc2ncnc3c2ncn3C2CCN(C(=O)CCl)C2)c1 (stereo not given),-58*,-71*,-88*,-23*,48,-91*,-52*,1.0*,16
CC(=O)c1cccs1,110,97,103,94,99,103,106,99,96
CCOC1=Nn2c(CCC(=O)c3nc4ccccc4[nH]3)nnc2SC1,98,100,101,99,105,103,108,106,106
CCOc1cc(Br)c(Br)c(C=O)c1O,91,73,92,82,89,52,74,56,74
O=C(/C=C/c1ccc(Cl)cc1)c1ccc(Nc2ccnc3cc(Cl)ccc23)cc1,57,97,85,71,112,87,95,111,84
CC(=O)N1N=C(c2ccc(Br)cc2)CC1c1ccc(Oc2ccc(Cl)cc2)cc1 (stereo not given),69,90,89,85,78,95,77,97,83
COc1ccc(-c2cc3ccc(N(C)C)cc3nc2N)c(F)c1,54,54,70,19,47,35,42,48,26
O=S(=O)(Cc1ccccc1)NC1CCCCC1,107,103,102,99,103,115,113,99,100
O=C(/C=C/c1ccc2ccccc2c1)Nc1ncc(Cc2ccccc2)s1,56,44,49,80,88,10,-37*,46,32
Nc1ncnc2c1N=C(c1ccc3c(c1)OCO3)CC(c1ccc([N+](=O)[O-])cc1)N2N=O (stereo not given),90,79,101,80,62,63,87,66,53
O=C1NC(=O)/C(=C\c2ccc(OCC(=O)N3C(=O)c4ccccc4S3(=O)=O)cc2)S1,114,99,97,90,128,97,106,97,98
CCOc1ccc(-c2nonc2-[n+]2noc(=O)[nH]2)cc1,109,102,103,106,.,106,107,.,108
CC(=O)c1cccc(NC(=O)c2ccc(-c3cccc([N+](=O)[O-])c3)o2)c1,107,91,105,96,110,103,85,85,87
COc1ccc(COc2ccc(/C=C3\C(=O)Nc4ccc(Cl)cc43)cc2)cc1,102,101,99,95,111,.,101,103,99
